Screening results: PubChem, several laboratories
LEDGF integ inh – blocks HIV-1 LEDGF/p75-dependent DNA integration; inhibition, % at 3.7 µM; 370,000 compounds, 0.64% hits; AID 743269; TR-FRET IN-LEDGF/p75 DNA integration, Eu/Cy5;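 active means inhibition above the screen-wide mean plus 3 SD, cut at about 13% in these data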;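 further: signal is the Cy5 over europium emission ratio at 671 and 618 nm; 0% = plate median of compound wells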
TDP2 inh – TDP2 (human) inhibition, absorbance primary screen; 370,000 compounds, 0.34% hits; inhibition, % at 12.8 µM; recombinant TDP2, T5PNP hydrolysis, p-nitrophenol absorbance 415 nm; O95551;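 active means inhibition above the mean of all tested compounds plus 3 SD, set per campaign, cut at about 25% in these data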;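 further: 0% = DMSO with enzyme and 100% = buffer with substrate but no TDP2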
Target sequence (O95551 whole entry, looked up): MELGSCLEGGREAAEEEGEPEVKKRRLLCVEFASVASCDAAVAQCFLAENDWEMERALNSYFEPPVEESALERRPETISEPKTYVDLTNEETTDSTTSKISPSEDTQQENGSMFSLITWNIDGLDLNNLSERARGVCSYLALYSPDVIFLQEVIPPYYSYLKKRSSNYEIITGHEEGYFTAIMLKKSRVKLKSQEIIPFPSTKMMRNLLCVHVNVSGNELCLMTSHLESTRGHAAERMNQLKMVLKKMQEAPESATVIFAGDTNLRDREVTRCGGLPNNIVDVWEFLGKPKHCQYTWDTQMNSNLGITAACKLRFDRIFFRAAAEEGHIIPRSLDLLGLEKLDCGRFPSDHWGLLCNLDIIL
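Material: recombinant human TDP2; quantity: TDP2 enzyme at 120 nM final; medium: Tris-HCl pH 7.5 with MgCl2; compound: single concentration, 12.8 µM nominal, with 1% DMSO; incubation: 2 h enzyme incubation at 37 °C; signal: epi absorbance; measure: percent inhibition; benchmarks: high control without enzyme, low control DMSO plus TDP2; repeats: singlicate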
Rev-erbA mod – modulates human Rev-erb alpha binding to DNA; Rev-erbα–FITC-DNA binding, fluorescence polarization, 90 min; P20393; activity, % at 10 µM; 370,000 compounds, 0.79% hits;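 active means activity above about 14%, limit read from the data; passing the limit was not always enough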;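 further: 0% = DMSO wells with 35 nM protein and 100% = DMSO wells with 750 nM protein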
PG9 Ab binder – PG9 antibody binding by small molecule | TR-FRET gp120-PG9 antibody binding | inhibition, % at 6.7 µM | 360,000 compounds, 0.43% hits | AID 624416; in the data active means inhibition above about 8.5%
PRMT1 inh – inhibitors of human PRMT1. recombinant PRMT1, activity-based probe fluorescence polarization. inhibition, % at 2.79 µM. 370,000 compounds, 1.3% hits;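 active means inhibition above about 21% made by adding two undisclosed values, limit read from the data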
TCR-CD3 inh – blocks the human TCR-CD3 interaction. inhibition, % at 9.4 µM. TAMRA-labeled TCR probe fluorescence, biochemical. 360,000 compounds, 0.37% hits; in the data active means inhibition above about 19%;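 further: recombinant mutant TCR 2C K166C tagged with TAMRA read by polarization; 0% = receptor in buffer alone and 100% = receptor with positive control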
mABHD4 FP – inhibits mouse alpha/beta hydrolase domain 4; Q8VD66; purified mABHD4, FP-Rh probe fluorescence polarization; inhibition, % at 8.92 µM; 370,000 compounds, 0.54% hits;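 active means inhibition exceeding the mean over every tested compound plus 3 SD, cut at about 30% in these data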;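 further: 0% = plate median of compound wells and 100% = S159A mutant with DMSO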
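Assay system: mouse ABHD4 enzyme, wild type / Also added: fluorescent activity-based probe FP-Rh / Doses: single nominal dose of 8.92 µM, 0.89% DMSO final / Timing: 45 min compound pre-incubation plus 60 min probe step, 25 °C / Signal: FP readout, ex 525 nm / em 598 nm / Control set: S159A mutant/DMSO as 100%, compound-well median as 0%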
SIAE inh – blocks human sialic acid acetylesterase. Q9HAT2. SIAE FP-Rh probe binding, fluorescence polarization. inhibition, % at 9.66 µM. 370,000 compounds, 0.69% hits. AID 1053197;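 active means inhibition above a cutoff: mean of compounds within the control limits plus 3 SD of those, cut at about 17% in these data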;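 further: 0% = plate median of compound wells and 100% = probe without SIAE protein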
Target sequence (Q9HAT2 whole entry, looked up): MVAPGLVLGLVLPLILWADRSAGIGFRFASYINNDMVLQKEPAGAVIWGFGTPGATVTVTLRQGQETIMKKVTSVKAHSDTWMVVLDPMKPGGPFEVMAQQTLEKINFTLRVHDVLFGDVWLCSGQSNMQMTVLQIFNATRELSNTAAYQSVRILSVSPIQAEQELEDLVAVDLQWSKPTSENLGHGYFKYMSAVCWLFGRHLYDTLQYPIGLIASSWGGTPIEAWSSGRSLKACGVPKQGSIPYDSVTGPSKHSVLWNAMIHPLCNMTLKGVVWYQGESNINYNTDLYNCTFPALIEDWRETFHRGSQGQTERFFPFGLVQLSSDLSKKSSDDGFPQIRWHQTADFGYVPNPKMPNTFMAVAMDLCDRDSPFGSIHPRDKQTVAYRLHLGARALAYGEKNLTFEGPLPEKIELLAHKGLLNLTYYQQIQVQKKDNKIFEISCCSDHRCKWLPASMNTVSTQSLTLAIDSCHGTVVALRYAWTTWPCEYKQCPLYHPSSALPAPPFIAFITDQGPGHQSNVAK
HTRA1 inh – HTRA1 (human) protease inhibition | 340,000 compounds, 0.5% hits | inhibition, % at 5.96 µM | recombinant HTRA1, FP-rhodamine activity-based probe, fluorescence polarization | AID 504803; in the data active means inhibition above about 36%;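 further: 0% = enzyme with DMSO and 100% = wells lacking enzyme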
rCAG binder – molecules binding r(CAG) RNA repeats | 370,000 compounds, 1.3% hits | r(CAG) RNA repeat, TO-PRO-1 dye displacement fluorescence | inhibition, % at 3 µM;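 active means inhibition above the plate cutoff, the mean of all test compounds on that plate plus 3 SD, cut at about 35% in these data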;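 further: 0% = DMSO alone and 100% = 100 µM mitoxantrone as full dye displacement; higher means more dye released from RNA so lower well fluorescence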
* hit, by the source's call; . = no result given.

(1) O=C(CSc1nc2ccccc2c(=O)n1Cc1ccc(F)cc1)NCC1CCCO1 (stereo unspecified)
(2) Cc1cc(Cl)ccc1OC(C)C(=O)N1CCCN(C(=O)C(C)Oc2ccc(Cl)cc2C)CC1 (stereo unspecified)
(3) COC(=O)[C@]12C[C@H](CC(=O)N3CCSCC3)C(=O)N(Cc3cccc4ccccc34)C1=C[C@H](C(C)C)O[C@@H]2C1CC1
(4) CN(CC(=O)Nc1cccc2c1CCCC2)S(=O)(=O)c1ccccc1
(5) CC1(C(=O)N2CCN(Cc3ccccc3Cl)CC2)CC1(Cl)Cl (stereo unspecified)
(6) S=C(NNc1nc(Nc2ccccc2)nc(N2CCCCC2)n1)NC1CCCCC1
(7) Cc1nc(NC(=O)CSc2nnc(C3CC3)n2C)sc1C
(8) COc1ccc2c(CC(=O)Nc3ccc(N4CCOCC4)cc3)coc2c1

assay / entry,1,2,3,4,5,6,7,8
LEDGF integ inh,3,4,-2,-2,0,7,7,-1
TDP2 inh,4,-15,-5,-17,12,-3,-19,-10
Rev-erbA mod,2,4,0,-3,2,-1,6,-7
PG9 Ab binder,0.1,-1.0,.,-0.9,-0.4,-3.5,-2.2,0.7
PRMT1 inh,-1,0,1,-1,1,2,-8,12
TCR-CD3 inh,-3,-8,.,7,-3,5,0,-9
mABHD4 FP,-2,-14,-4,1,8,-12,-1,-10
SIAE inh,-9,-4,3,2,1,-18,-4,-6
HTRA1 inh,8,-24,.,0,-1,-51,4,-1
rCAG binder,0,1,5,-4,-8,2,0,10

Single records, from the list above:
O=C(CSc1nc2ccccc2c(=O)n1Cc1ccc(F)cc1)NCC1CCCO1 (stereo unspecified) across the screens: LEDGF integ inh: 3; TDP2 inh: 4; Rev-erbA mod: 2; PG9 Ab binder: 0.1; PRMT1 inh: -1; TCR-CD3 inh: -3; mABHD4 FP: -2; SIAE inh: -9; HTRA1 inh: 8; rCAG binder: 0
Cc1nc(NC(=O)CSc2nnc(C3CC3)n2C)sc1C across the screens: LEDGF integ inh: 7; TDP2 inh: -19; Rev-erbA mod: 6; PG9 Ab binder: -2.2; PRMT1 inh: -8; TCR-CD3 inh: 0; mABHD4 FP: -1; SIAE inh: -4; HTRA1 inh: 4; rCAG binder: 0
COc1ccc2c(CC(=O)Nc3ccc(N4CCOCC4)cc3)coc2c1 across the screens: LEDGF integ inh: -1; TDP2 inh: -10; Rev-erbA mod: -7; PG9 Ab binder: 0.7; PRMT1 inh: 12; TCR-CD3 inh: -9; mABHD4 FP: -10; SIAE inh: -6; HTRA1 inh: -1; rCAG binder: 10

Continuation.
(9) NS(=O)(=O)c1cccc(NC(=O)c2cccc3c(Br)cccc23)c1
(10) COC(=O)c1ccccc1NC(=O)CN1CCC(NC(=O)c2ccccc2C)CC1
(11) CC(CN1CCCC1)OC(=O)c1ccc(Cl)cc1Cl (stereo unspecified)
(12) CCCCNC(=O)c1cc2nc3c(c(C(F)(F)F)n2n1)CCc1ccccc1-3
(13) COCCN(CC(=O)Nc1cccc(C)c1C)C(=O)c1ccc(-n2cccn2)cc1
(14) O=C(Cn1nc(C(=O)O)c2ccccc2c1=O)Nc1nc(-c2ccccc2)cs1
(15) CN1CCN(C(=O)C2=C[C@H](c3csc4ccccc34)C[C@H](OCc3ccc(CO)cc3)O2)CC1
(16) CN(C)C(CNC(=O)Cc1cccc(C(F)(F)F)c1)c1ccccc1 (stereo unspecified)

assay / entry,9,10,11,12,13,14,15,16
LEDGF integ inh,-3,-2,-1,2,4,-1,-2,-2
TDP2 inh,-13,3,-10,4,0,8,0,-15
Rev-erbA mod,-1,4,3,30*,5,-11,-3,3
PG9 Ab binder,2.5,0.5,0.1,-0.1,-1.6,-0.8,1.0,-0.5
PRMT1 inh,3,-1,3,-3,-10,2,1,1
TCR-CD3 inh,-10,16,-9,10,-1,1,6,2
mABHD4 FP,-12,5,2,-6,-3,5,2,1
SIAE inh,-11,-5,8,3,-6,-33,11,-4
HTRA1 inh,-24,-3,-8,-4,-5,-3,-11,-9
rCAG binder,13,-6,-5,1,-1,7,-10,-2

(17) Cc1ccc(Cl)cc1NC(=S)N(CCCN1CCN(C)CC1)Cc1cccs1
(18) CNC(=O)c1ccsc1NC(=O)CS(=O)(=O)c1ccccc1
(19) COc1ccc(S(=O)(=O)N2CCCC(C(=O)NCc3ccc(F)cc3)C2)cc1 (stereo unspecified)
(20) CCC(CC)c1nnc(NC(=O)Cc2cccs2)s1
(21) Cc1cc(C)c(NC(=S)N(C)C)cc1C
(22) Cn1cccc1Cc1nnc(SCC(=O)NC2CCCC2)n1CCc1ccccc1
(23) COc1cc(CCc2ccccc2)c(C(=O)O)c(O)c1CC=C(C)C
(24) COc1ccc(N/C=C/C(=O)c2ccccc2)cc1

assay / entry,17,18,19,20,21,22,23,24
LEDGF integ inh,-7,1,-1,0,-1,-2,-1,-1
TDP2 inh,-5,15,-16,-7,3,-2,-7,5
Rev-erbA mod,-4,-2,-1,1,1,-3,-8,0
PG9 Ab binder,0.3,-1.1,-0.2,-2.1,1.6,0.3,-0.1,-1.7
PRMT1 inh,4,3,3,-3,2,-1,4,0
TCR-CD3 inh,1,6,0,1,0,2,-4,6
mABHD4 FP,1,0,-4,-6,2,2,-74,1
SIAE inh,3,9,0,-4,4,7,5,2
HTRA1 inh,1,-2,-5,-1,9,-5,-81,1
rCAG binder,-4,0,-2,11,0,-3,79*,6

(25) COc1ccc(N2CC(C)Cn3c2nc2c3c(=O)n(CCc3ccccc3)c(=O)n2C)cc1 (stereo unspecified)
(26) CCOC(=O)c1c(NC(=O)CSc2nnc(-c3ccncc3)n2Cc2ccco2)sc(C)c1C
(27) CCOC(=O)C1=C(CC)Nc2ccccc2N=C1NC(=O)c1ccc(OC)c(S(=O)(=O)N2CCOCC2)c1
(28) CC1=C(C(=O)N2CCOCC2)CC(CC(=O)NCC2CCCCC2)C(=O)N1Cc1ccc(F)cc1 (stereo unspecified)
(29) COc1ccc(NC(=O)CN(C)C(=O)c2ccc(COc3ccccc3)cc2)cc1
(30) CC1CCN(C(=O)c2[nH]cnc2C(=O)NCc2ccccc2)CC1
(31) Cc1c(C(=O)NCCc2ccc(S(N)(=O)=O)cc2)cccc1[N+](=O)[O-]
(32) CSc1ccccc1NC(=O)CN(C1CCCCC1)S(C)(=O)=O

assay / entry,25,26,27,28,29,30,31,32
LEDGF integ inh,1,0,1,1,-2,1,1,3
TDP2 inh,6,-11,-2,6,-2,3,5,-1
Rev-erbA mod,7,0,-5,-2,1,-2,2,2
PG9 Ab binder,-2.6,-1.7,0.3,-0.7,-1.2,0.2,-1.9,-0.1
PRMT1 inh,-4,12,8,1,0,2,-1,-3
TCR-CD3 inh,4,-7,-7,-2,-4,-3,2,2
mABHD4 FP,-2,-3,-10,0,2,1,4,-1
SIAE inh,5,-12,-10,-3,-2,-5,-1,9
HTRA1 inh,5,-22,-5,1,-8,-1,2,-5
rCAG binder,1,2,5,2,-4,-4,4,-2

(33) CCOC(=O)c1cnc2sc3c(n2c1=O)CCCC3
(34) Cc1ccsc1/C=C(/C#N)C(=O)NCc1ccccc1
(35) COc1cc(OC)c(NC(=O)c2cncn2-c2ccc(F)cc2)cc1Cl
(36) Cc1ccccc1NC(=O)Cc1nc(COC(=O)c2ccc(C(F)(F)F)cc2)cs1
(37) CCOC(=O)C(NC(C)=O)(Nc1ccc(S(=O)(=O)Nc2ncccn2)cc1)C(F)(F)F (stereo unspecified)
(38) Cc1csc2ncc(C(=O)N(Cc3ccccc3)c3ccccn3)c(=O)n12
(39) COC(=O)N1[C@H](Cc2ccccc2)C=C[C@]1(C)C(=O)O
(40) COc1ccc2oc(C(=O)OCC(=O)N3C(C)CCCC3C)c(C)c2c1 (stereo unspecified)

assay / entry,33,34,35,36,37,38,39,40
LEDGF integ inh,3,-2,-6,-4,-2,2,0,2
TDP2 inh,-1,6,-15,-18,6,4,3,1
Rev-erbA mod,3,-2,2,0,6,-6,0,-9
PG9 Ab binder,1.7,-2.1,-1.2,-1.0,0.9,-1.4,-0.4,-1.0
PRMT1 inh,0,0,2,0,1,-1,0,1
TCR-CD3 inh,5,5,-4,0,-1,9,8,9
mABHD4 FP,6,8,1,25,11,-1,26,-2
SIAE inh,-3,-6,5,-5,-2,-1,3,-8
HTRA1 inh,-2,3,-2,-8,-1,1,6,-6
rCAG binder,8,0,-1,2,-5,1,5,-6

(41) O=C(O)C(Oc1ccc2ccccc2c1)c1ccccc1 (stereo unspecified)
(42) COc1cc(C2NC(=S)NC3=C2CCc2ccccc23)cc(OC)c1OC (stereo unspecified)
(43) O=C(NC1(O)C(=O)c2ccccc2C1=O)c1ccccc1
(44) O=C(O)Cc1sc(Nc2ccccc2)nc1-c1cccs1
(45) Nc1nccc(/C=C/c2ccc(Cl)cc2)n1
(46) CCCOc1ccc(/C=C/c2c([N+](=O)[O-])c(=O)n(C)c(=O)n2C)cc1
(47) CC(C)(C)/C(Cn1cncn1)=N\OC(=O)Nc1ccc(Cl)cc1
(48) NS(=O)(=O)c1ccc(CCNC(=O)COC(=O)c2ccc([N+](=O)[O-])o2)cc1

assay / entry,41,42,43,44,45,46,47,48
LEDGF integ inh,-5,-3,10,3,1,4,0,4
TDP2 inh,0,-8,54*,2,-6,-5,-5,-6
Rev-erbA mod,-5,-5,4,-1,0,-3,3,8
PG9 Ab binder,-0.4,0.3,-0.6,1.3,-0.8,-2.1,1.3,-1.6
PRMT1 inh,0,10,3,11,4,-1,1,0
TCR-CD3 inh,-1,7,4,-69,-3,0,1,0
mABHD4 FP,6,2,4,-83,-2,-2,2,3
SIAE inh,-5,-4,3,-55,-4,1,2,2
HTRA1 inh,-3,-11,15,-25,3,4,4,21
rCAG binder,4,-1,-1,16,-5,-1,-4,3

(49) Cc1nc2scc(-c3ccccc3)c2c(=O)n1N
(50) Cc1ccc(-n2c(SCC(=O)Nc3ccccc3-c3ccccc3)nnc2-c2ccccn2)cc1
(51) O=C(NCCc1ccccn1)c1ccc(S(=O)(=O)N2CCCCCC2)cc1
(52) O=C(O)COc1ccccc1/C=N/NC(=O)CNC(=O)c1ccco1
(53) CC1(C)CC(C(=O)NCCC(c2ccccc2)c2ccco2)CCO1 (stereo unspecified)
(54) CCOC(=O)CC(=O)c1cc(OC)c(OC)c(OC)c1
(55) CC(C)(C)c1cn(-c2ccc(Cl)cc2)c(=S)[nH]1
(56) CCCC1CC(CSC(=N)N)OC1=O (stereo unspecified)

assay / entry,49,50,51,52,53,54,55,56
LEDGF integ inh,0,-2,-2,1,0,0,2,-1
TDP2 inh,-4,-3,9,-2,6,0,-1,4
Rev-erbA mod,-3,8,3,-4,0,-2,-1,6
PG9 Ab binder,0.4,.,-0.5,-2.5,0.4,-1.5,-1.9,-1.6
PRMT1 inh,4,-1,-1,-1,3,2,11,5
TCR-CD3 inh,-7,.,8,7,-2,-3,1,-1
mABHD4 FP,-3,1,-4,7,4,-3,1,8
SIAE inh,-2,0,5,-4,-2,0,7,1
HTRA1 inh,6,.,-5,0,0,4,6,5
rCAG binder,3,3,-4,3,-1,1,-6,0

Not all compounds are listed (hit frequency here may not be typical).
